ERp5 inh = ERp5 (human) disulfide isomerase inhibition; inhibition, % at 9.99 µM; Q15084; hit rate 0.05% among 350,000; ERp5 insulin aggregation, absorbance 650 nm, 90 min;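 active means mean replicate inhibition above about 25%, with every replicate also reaching it, limit read from the data, passing the limit was not always enough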
Target sequence (Q15084 whole entry, looked up): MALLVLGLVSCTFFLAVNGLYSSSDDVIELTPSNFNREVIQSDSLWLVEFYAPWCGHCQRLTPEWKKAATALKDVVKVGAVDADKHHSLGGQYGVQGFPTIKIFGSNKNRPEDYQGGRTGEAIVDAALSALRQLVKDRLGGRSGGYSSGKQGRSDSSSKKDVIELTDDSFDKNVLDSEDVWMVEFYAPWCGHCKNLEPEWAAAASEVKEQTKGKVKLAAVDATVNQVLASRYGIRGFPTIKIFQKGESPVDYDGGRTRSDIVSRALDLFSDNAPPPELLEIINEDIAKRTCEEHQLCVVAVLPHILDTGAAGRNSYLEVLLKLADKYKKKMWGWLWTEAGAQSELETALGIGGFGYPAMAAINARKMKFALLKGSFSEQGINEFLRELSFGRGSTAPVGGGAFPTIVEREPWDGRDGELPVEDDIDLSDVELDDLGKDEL
F508del corr = CFTR F508del correction in bronchial cells; AID 720511; hit rate 0.36% among 350,000; CFBE cells, YFP halide quenching; stimulated with forskolin plus potentiator P3; % fluorescence drop versus neutral controls; activity (quench increase), % at 7.58 µM;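 active means mean added fluorescence quench of at least 8% versus neutral control, with both replicates also reaching 8%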;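 further: cells transiently co-express mutant CFTR-F508del with the halide-sensitive YFP; corrector assay measuring rescue of mutant channel to the surface after 24 h compound exposure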
Casp6 inh = caspase-6 (human) enzyme inhibition; hit rate 0.53% among 350,000; inhibition, % at 12.5 µM; P55212; purified caspase-6, Z-VEID-R110 cleavage fluorescence;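 active means mean inhibition across replicates at least about 35%, with every replicate also reaching that limit, limit read from the data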;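 further: 0% = median of neutral control wells and 100% = no fluorescence left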
Target sequence (P55212 24-179 limits assumed): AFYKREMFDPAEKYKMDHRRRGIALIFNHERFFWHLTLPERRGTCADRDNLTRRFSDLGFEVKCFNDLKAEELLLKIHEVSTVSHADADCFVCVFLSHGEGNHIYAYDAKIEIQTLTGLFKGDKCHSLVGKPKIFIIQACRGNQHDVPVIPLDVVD
Target sequence (P55212 194-293 limits assumed): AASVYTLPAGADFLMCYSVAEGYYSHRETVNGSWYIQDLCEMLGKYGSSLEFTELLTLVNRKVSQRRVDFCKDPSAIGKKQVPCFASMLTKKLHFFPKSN
ERAP1 HTS inh = ERAP1 (human) enzyme inhibition | Q9NZ08 | recombinant ERAP1, Leu-AMC fluorescence, 60 min | inhibition, % at 10.7 µM | hit rate 0.15% among 340,000;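 active means mean replicate inhibition of at least 30%, or all replicates individually reaching that 30% level; inactive means mean below 30% and not every replicate reaching it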;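 further: 0% = neutral control wells and 100% = L-leucinethiol positive control wells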
DENV2 CPE = protects cells from dengue virus 2 cytopathic effect. hit rate 1.7% among 350,000. DENV2-infected cells, cytopathic effect rescue, plate reader. CPE inhibition, % at 9.99 µM; in the data active means CPE inhibition above about 20%, passing the limit was not always enough; tested in BHK-21 cells;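 further: 0% = median of neutral control wells and 100% = median of positive control wells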
SIRT5 inh = inhibitors of human sirtuin-5 desuccinylase; Q9NXA8; Purified SirT5, succinyl-peptide AMC, trypsin-coupled fluorescence; inhibition, % at 15 µM; hit rate 1.1% among 330,000; in the data active means inhibition above about 15%
Target sequence (Q9NXA8 whole entry, looked up): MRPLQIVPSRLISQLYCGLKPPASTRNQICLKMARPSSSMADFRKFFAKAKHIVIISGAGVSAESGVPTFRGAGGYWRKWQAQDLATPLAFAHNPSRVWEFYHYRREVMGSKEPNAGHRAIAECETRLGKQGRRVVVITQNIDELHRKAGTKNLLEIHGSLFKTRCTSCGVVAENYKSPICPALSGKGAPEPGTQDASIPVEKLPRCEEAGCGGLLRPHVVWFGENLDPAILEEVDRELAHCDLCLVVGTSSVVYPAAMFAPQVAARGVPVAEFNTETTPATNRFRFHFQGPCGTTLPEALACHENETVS
miR-122 sensor = miR-122 inhibition in Huh7 cells; Huh7 miR-122 Renilla luciferase sensor, 48 h; neutral wells = 0, positive control = 100; activation (reporter increase), % at 12.5 µM; hit rate 0.3% among 340,000;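 active means mean replicate activation score at least 90 and every replicate individually at or above 90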;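 further: higher luciferase means less miR-122 activity so hits act as miR-122 inhibitors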
* = called active by the depositor; / = no result given; & = joins results of further samples; [ ] = dose if it differs, or a comment.

ERp5 inh | F508del corr | Casp6 inh | ERAP1 HTS inh | DENV2 CPE | SIRT5 inh | miR-122 sensor | SMILES
-6.4 | 0.9 | -26.4 | 0.5 | -9.2 | / | / | O=C(CCc1c[nH]c2ccccc12)Nc1ccc(Nc2ccncc2)cc1
1.9 | -1.3 | -0.5 | 0.3 | 0.0 | / | / | Cc1ccc(C=C2C=C(c3ccccc3)OC2=O)cc1
-1.1 | -2.3 | 0.9 | -0.1 | -10.3 | -3.1 | 1.0[16.7 µM] | C[C@@H]1CN([C@H](C)CO)C(=O)c2cccc(NC(=O)c3cnccn3)c2O[C@H]1CN(C)C(=O)Nc1ccccc1
1.1 | -1.3 | 0.1 | -5.8 | 0.1 | -3.3 | -2.4 | CCOc1cccc(C(=O)N/N=C/c2coc3ccccc3c2=O)c1
1.5 | 1.6 | / | -0.4 | -5.9 | 3.3 | 15.3[16.7 µM] | C[C@H](CO)N1C[C@H](C)[C@@H](CN(C)Cc2ccc(C(=O)Nc3ccccc3N)cc2)Oc2c(NC(=O)C3CC3)cccc2C1=O
4.5 | 2.8 | 0.4 | 0.1 | 2.1 | 4.1 | 4.6[16.7 µM] | C[C@H]1CN([C@@H](C)CO)C(=O)c2cc(NS(=O)(=O)c3cccs3)ccc2O[C@H]1CN(C)Cc1ccccc1
-3.8 | 1.0 | -1.7 | 3.4 | -1.4 | 0.0 | 6.0 | Clc1cccc(NCc2cn3cccnc3n2)c1
-2.9 | 0.8 | 1.1 | -1.0 | 1.5 | -0.4 | / | CCn1cc(CCC(=O)O)c(C)n1
1.3&1.1 | 0.7&-5.5 | -0.5&-1.3 | 2.5&4.1 | 17.4&4.7 | 4.5&4.0 | / | COc1cccc(CN2C[C@@H]3N[C@H](C2)C3c2ccc(-c3ccccc3OC)cc2)c1 (stereo not given in full)
3.0 | 1.1 | -0.6 | -3.0 | -0.1 | 1.3 | / | CC(=O)OC1COC(N2CCc3ccccc32)C(OC(C)=O)C1OC(C)=O (stereo not given)
3.8 | -1.8 | -2.4 | -0.6 | 2.8 | -2.1 | -1.5 | O=C(NNC1CC(=O)N(c2ccc(Cl)cc2)C1=O)c1ccccc1Cl (stereo not given)
0.0 | 3.6 | -0.3 | -0.2 | -9.9 | 20.7* | -8.2 | C=CC(=O)N(CCC)C(c1ccccc1)c1ccccc1OC (stereo not given)
3.2 | -1.4 | 2.3 | 3.9 | -4.9 | 0.4 | -2.0 | CCn1c(SCC(=O)Nc2cc(C)on2)nnc1-c1c[nH]c2ccccc12
-7.3 | -2.2 | 1.7 | 1.4 | 5.7 | 1.1 | / | COC(=O)C1=CO[C@@H](O)C2C(CO)=CCC12 (stereo not given in full)
6.8 | 0.9 | 2.9 | 3.1 | -1.3 | 5.6 | -1.3 | CC(=O)Oc1ccc2nc(/C=C/c3ccccc3)oc(=O)c2c1
-3.8 | 0.5 | 0.1 | 1.6 | -4.5 | 1.3 | 6.7[16.7 µM] | C[C@@H](O)C#Cc1ccc([C@@H]2[C@@H](CO)N3CCCCN(S(=O)(=O)Cc4ccccc4)C[C@@H]23)cc1
-2.0 | -2.8 | 11.1 | 3.1 | / | -4.2 | / | O=C1NN(c2ccc(F)cc2)C(=O)/C1=C/c1cccs1
12.3 | 1.6 | 4.4 | 0.6 | -0.5 | 8.7 | -3.3 | COc1ccc(CNC(=O)c2cc(C3CC3)nc3c2cnn3C(C)C)cc1OC
4.2 | 1.4 | 0.6 | 0.6 | 3.5 | -1.2 | 8.4 | Cn1c(/C=N/NC(=O)c2ccccc2)nc2ccccc21
-3.6 | -1.5 | 0.3 | -1.1 | -2.2 | -4.2 | / | O=C1OCCN1c1ccccc1
-5.4 | 3.4 | 1.2 | 0.0 | 4.9 | -1.3 | 3.8[16.7 µM] | Cc1ccc(-c2ccc([C@H]3[C@H]4CN(C)CCCCN4[C@H]3CO)cc2)cc1
-4.1 | -2.6 | 0.6 | -0.6 | 19.6 | -4.4 | 4.9[16.7 µM] | COCC(=O)N(C)C[C@@H]1Oc2cc(-c3cccc(F)c3)ccc2S(=O)(=O)N([C@H](C)CO)C[C@@H]1C
1.0 | -0.8 | -2.9 | -2.0 | / | 4.3 | 2.2[16.7 µM] | Cc1ccc(S(=O)(=O)Nc2cccc3c2O[C@@H](CN(C)C(=O)NC2CCCCC2)[C@H](C)CN([C@@H](C)CO)C3=O)cc1
-4.4 | -1.9 | -0.9 | 2.3 | 9.6 | 1.4 | -0.8[16.7 µM] | CO[C@H]1CN(C)C(=O)c2ccc(NC(C)=O)cc2OC[C@@H](C)N(C(=O)CN2CCOCC2)C[C@@H]1C
5.0 | -2.4 | 2.2 | -1.1 | 1.0 | -3.5 | / | CC(=O)NCCc1nc2ccccc2n1CCc1ccccc1
-0.3 | 0.9 | 2.3 | 0.6 | -4.6 | 2.5 | 8.3[16.7 µM] | CC(C)NC(=O)N1C[C@H]2[C@@H](c3ccccc31)[C@@H](CO)N2C(=O)Nc1cccc(F)c1
2.6 | 1.5 | -0.5 | 2.3 | 5.0 | 1.1 | / | O=C(CCC(=O)OCC(F)(F)C(F)F)Nc1ccccc1F
-2.2 | 0.8 | -1.0 | 0.5 | 5.4 | 1.2 | 2.5 | O=C(c1ccc2c(=O)n(Cc3ccc4c(c3)OCO4)c(=S)[nH]c2c1)N1CCCCC1
6.5 | / | -61.9 | 9.5 | 3.3 | -0.5 | / | CCN(CC)CCn1c(=N)n(CC(O)c2ccco2)c2ccccc21 (stereo not given)
-1.0 | 2.6 | 10.9 | 1.8 | 2.7 | 3.8 | / | O=C(Nc1cc(F)ccc1F)N[C@@H]1CC[C@H](CC(=O)N2CCc3ccccc3C2)O[C@@H]1CO

An excerpt from above in order of formula weight, descending:
ERp5 inh | F508del corr | Casp6 inh | ERAP1 HTS inh | DENV2 CPE | SIRT5 inh | miR-122 sensor | SMILES
-2.2 | 0.8 | -1.0 | 0.5 | 5.4 | 1.2 | 2.5 | O=C(c1ccc2c(=O)n(Cc3ccc4c(c3)OCO4)c(=S)[nH]c2c1)N1CCCCC1
-0.3 | 0.9 | 2.3 | 0.6 | -4.6 | 2.5 | 8.3[16.7 µM] | CC(C)NC(=O)N1C[C@H]2[C@@H](c3ccccc31)[C@@H](CO)N2C(=O)Nc1cccc(F)c1
6.5 | / | -61.9 | 9.5 | 3.3 | -0.5 | / | CCN(CC)CCn1c(=N)n(CC(O)c2ccco2)c2ccccc21 (stereo not given)
2.6 | 1.5 | -0.5 | 2.3 | 5.0 | 1.1 | / | O=C(CCC(=O)OCC(F)(F)C(F)F)Nc1ccccc1F
-3.6 | -1.5 | 0.3 | -1.1 | -2.2 | -4.2 | / | O=C1OCCN1c1ccccc1

(more compounds)
ERp5 inh | F508del corr | Casp6 inh | ERAP1 HTS inh | DENV2 CPE | SIRT5 inh | miR-122 sensor | SMILES
4.2 | 1.8 | 3.1 | -1.7 | -14.5 | -7.4 | -8.4 | CCC1CCCCN1CC(=O)Nc1ccc2c(c1)OCCO2 (stereo not given)
-4.4 | 0.4 | -3.1 | -1.5 | 8.7 | -1.8 | -3.3 | Cc1ccc(C(C)C)c(O)c1
-6.5 | 1.7 | -1.5 | -4.7 | -9.6 | 3.6 | -3.2 | COc1ccccc1NC(=O)CCNS(=O)(=O)c1ccc2c(c1)CCN2C(C)=O
1.2 | -0.7 | 0.7 | -0.2 | -1.9 | 1.1 | 4.0 | O=C(Nc1nc2c(F)cc(F)cc2s1)C1COc2ccccc2O1 (stereo not given)
2.2 | -0.5 | -1.3 | -2.2 | 0.0 | / | 0.5 | CCNC(=O)C1CCCN(C(=O)c2ccc(C(=O)OC)cc2)CC1 (stereo not given)
-5.7 | 3.8 | 0.3 | -25.4 | -3.8 | -3.2 | -0.2 | Cc1ccc(S(=O)(=O)c2cc3c(=O)n4ccccc4nc3n(C)c2=N)cc1C
1.3 | -1.3 | -3.6 | -3.1 | -8.1 | 2.6 | -3.2[16.7 µM] | O=C(C[C@@H]1CC[C@H](NC(=O)Nc2cc(F)ccc2F)[C@H](CO)O1)NCc1ccccn1
1.9 | 1.8 | 1.9 | -0.7 | -0.2 | -0.6 | -38.3[16.7 µM] | CCCNC(=O)C[C@H]1CC[C@@H]2[C@@H](COc3ccc(NC(=O)c4ccc5c(c4)OCO5)cc3C(=O)N2C)O1
-1.7 | -1.6 | 6.1 | -3.4 | 2.7 | -3.2 | -4.4 | COc1ccc(CCN(C)C(=O)c2cncc(Br)c2)cc1OC
-6.4 | 3.8 | 0.5 | -3.3 | -0.2 | 8.5 | 4.7 | O=C(O)COc1ccccc1C=NNC(=O)c1ccccc1NS(=O)(=O)c1cccs1
0.2 | -0.2 | 1.3 | -5.8 | -7.0 | 9.9 | 36.8[16.7 µM] | C[C@@H]1CN([C@@H](C)CO)C(=O)c2cc(C3=CCCCC3)cnc2O[C@H]1CN(C)C(=O)Nc1ccccc1
2.4 | 1.2 | 0.5 | -0.2 | 1.1 | 0.4 | 2.4 | O=C(NC1CCCC1)C1CC(=O)N(c2ccccc2)C1 (stereo not given)
-1.0 | -3.4 | -1.7 | -1.6 | -2.0 | -1.9 | 2.2 | CC1OC(OC2C(CO)OC(OC3C(CO)OC(O)C(O)C3O)C(O)C2O)C(O)C(O)C1N[C@@H]1C=C(CO)[C@@H](O)C(O)[C@H]1O (stereo not given in full)
3.6 | -0.3 | 1.7 | -4.6 | -11.8 | 0.2 | 0.3[16.7 µM] | COc1ccc(NC(=O)N(C)C[C@@H]2OCCCC[C@@H](C)Oc3ccc(NS(=O)(=O)c4ccc(F)cc4)cc3C(=O)N([C@H](C)CO)C[C@@H]2C)cc1
-2.1 | 2.2 | 0.6 | -2.1 | 12.0 | 4.0 | / | O=C(CC1CC1)N[C@@H]1C[C@@H]2O[C@H](CO)CC[C@@H]2O[C@@H]1CCc1ccc(C#Cc2ccccc2)cc1
8.2 | -0.1 | 18.7 | -1.6 | -10.1 | -4.5 | / | COCC(C)n1c(SCC(=O)NNC(=O)c2ccc(F)cc2)nc2ccccc2c1=O (stereo not given)
3.3 | -2.5 | -3.1 | -7.5 | -2.5 | 1.3 | -2.5 | COc1cccc(NC(=O)CN2C(=O)NC3(CCc4ccccc43)C2=O)c1 (stereo not given)
-7.1 | -1.4 | -1.6 | -3.5 | 1.9 | 0.5 | 1.8 | Cn1ccnc1COc1ccc(/C=N/O)cc1
11.2 | -1.1 | -3.6 | 0.0 | -5.0 | 0.1 | 4.4[16.7 µM] | C[C@H](O)C#Cc1ccc2c(c1)O[C@H](CN(C)Cc1ccccn1)[C@H](C)CN([C@H](C)CO)S2(=O)=O
-2.3 | 0.6 | 5.7 | 1.6 | -0.2 | -2.0 | / | COc1ccc2c3c(cccc13)OC2=O
0.4 | 4.1 | -14.3 | -3.7 | -3.9 | -3.9 | -5.9 | CC1CCCCN1CCCNC(=O)c1ccc(Br)cc1 (stereo not given)
2.0 | 2.9 | -0.6 | -1.3 | -1.0 | -2.1 | -7.5 | COC(=O)C1=CN(Cc2ccccc2)C=C(C(=O)OC)C1c1ccc(OC)c(OC)c1
2.0 | 5.0 | -5.2 | 1.5 | 12.8 | -1.4 | -1.3 | CCOC(=O)c1cnc2c(C)c(Cl)ccc2c1NCCCN1CCOCC1
-3.9 | 0.5 | 0.8 | -1.0 | 4.3 | -1.5 | -7.7[16.7 µM] | COc1ccc(CN(C)C[C@H]2Oc3ccc(NC(=O)Nc4ccc(C(F)(F)F)cc4)cc3C(=O)N([C@@H](C)CO)C[C@H]2C)cc1
-2.2 | 0.9 | -1.9 | 1.4 | 13.0 | 20.5* | -2.5[16.7 µM] | O=C(C1CCC1)N1CC[C@H]2[C@H](CO)Nc3ccc(C#Cc4cccc(F)c4)cc3[C@H]21
3.4 | -0.6 | -6.8 | 4.5 | 2.3 | -0.1 | / | S=C(Nc1ccc(Oc2ccccc2)cc1)N1CCN(c2ccccn2)CC1
-1.1 | 5.2 | 0.1 | -1.3 | -3.9 | 1.1 | / | COc1ccc(CCN2CC(C(=O)NCc3cnn(C)c3)CCC2=O)cc1 (stereo not given)
3.7 | 2.2 | 0.4 | 2.4 | 15.8 | -1.1 | -3.3[16.7 µM] | O=C(C[C@H]1CC[C@@H]2[C@H](COC[C@@H](O)CN2Cc2ccccc2)O1)N[C@H]1CCN(Cc2ccccc2)C1

Outcome played no part in choosing rows, and some 4% of all compounds hit somewhere here.
